Source: PubChem BioAssay
MIN6 prolif – inducers of MIN6 beta-cell proliferation, primary screen, ATP luminescence, uHTS; proliferation, % at 10 µM; hit rate 0.29% among 330,000; AID 2380, 2010; MIN6 cells proliferation, ATPlite luminescence, 48 h; cells starved in 0.2% serum; 100% = growth in 10% serum;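 active = compounds whose signal lies at least 3.5 SD above the mean of all wells on their plate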;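 also: 0% = DMSO-treated cells in low-serum medium and 100% = 10% serum control; some compounds called inactive have numbers as strong as hits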
UBC13 inh – UBC13 polyubiquitin chain formation inhibitors, primary screen, biochemical, TR-FRET, uHTS; Ubiquitin-conjugating enzyme E2 N (Homo sapiens), P61088; inhibition, % at 20 µM; hit rate 0.47% among 330,000; AID 485273, 2010; in the data active = inhibition above about 45%, passing the limit was not always enough
SENP8 block-1 – SENP8 protease inhibitors, primary screen, biochemical, luminescence; purified SENP8, Z-RLRGG-aminoluciferin cleavage; inhibition, % at 10 µM; hit rate 1.2% among 330,000; AID 2540, 2010; in the data active = inhibition above about 50%
SENP1 FRET inh – human SENP1 catalytic domain inhibitors, primary screen, biochemical, FRET, uHTS. inhibition, % at 10 µM. AID 624204, 2012. hit rate 0.21% among 360,000. recombinant SENP1 catalytic domain, CyPet-SUMO1-YPet FRET cleavage;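 active = inhibition at least 30% at 10 µM, raw YFP signal under a set limit, fluorescence ratio 0.5 to 1.5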;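 also: 0% = enzyme with DMSO and 100% = no enzyme wells; some results filed as inactive read as strong as hits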
Target sequence (Q9P0U3 419-644 limits assumed): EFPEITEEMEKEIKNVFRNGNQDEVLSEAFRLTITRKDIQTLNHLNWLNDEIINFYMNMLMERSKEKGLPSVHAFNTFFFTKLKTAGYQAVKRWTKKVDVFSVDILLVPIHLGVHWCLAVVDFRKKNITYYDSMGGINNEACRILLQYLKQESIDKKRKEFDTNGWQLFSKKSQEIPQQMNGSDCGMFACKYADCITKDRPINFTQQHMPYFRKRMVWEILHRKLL
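material = recombinant human SENP1 catalytic domain, His6-tagged | quantity = 20 pM enzyme | reagent = 25 nM SUMO1 FRET substrate | compound dosing = 10 µM single point, 0.5% DMSO | timing = 50 min enzyme reaction, room temperature, light-protected | detection = FRET, CFP and YFP emission | control set = no-enzyme low, enzyme-DMSO high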
PfG6PD inh – PfG6PD enzyme inhibitors, primary screen, biochemical, fluorescence intensity, uHTS. glucose-6-phosphate dehydrogenase-6-phosphogluconolactonase (Plasmodium falciparum 3D7). hit rate 0.78% among 350,000. AID 504690, 2011. PfGluPho enzyme, NADPH resazurin-diaphorase fluorescence. inhibition, % at 20 µM;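 active = inhibition reaching at least a set limit at 20 µM in the primary screen, cut at about 59% in these data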;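 also: 0% = DMSO wells with substrate and 100% = DMSO wells lacking glucose-6-phosphate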
SENP6 inh – SENP6 protease inhibitors, primary screen, biochemical, luminescence, uHTS. Sentrin-specific protease 6 (Homo sapiens), Q9GZR1. Recombinant SENP6 catalytic domain, aminoluciferin luminescence. inhibition, % at 10 µM. hit rate 1.8% among 330,000;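 active = inhibition above about 50% at the single tested dose, limit read from the data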;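 also: plate controls were DMSO wells with enzyme for no effect and DMSO wells lacking enzyme for full effect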
Target sequence (Q9GZR1 628-1112 limits assumed): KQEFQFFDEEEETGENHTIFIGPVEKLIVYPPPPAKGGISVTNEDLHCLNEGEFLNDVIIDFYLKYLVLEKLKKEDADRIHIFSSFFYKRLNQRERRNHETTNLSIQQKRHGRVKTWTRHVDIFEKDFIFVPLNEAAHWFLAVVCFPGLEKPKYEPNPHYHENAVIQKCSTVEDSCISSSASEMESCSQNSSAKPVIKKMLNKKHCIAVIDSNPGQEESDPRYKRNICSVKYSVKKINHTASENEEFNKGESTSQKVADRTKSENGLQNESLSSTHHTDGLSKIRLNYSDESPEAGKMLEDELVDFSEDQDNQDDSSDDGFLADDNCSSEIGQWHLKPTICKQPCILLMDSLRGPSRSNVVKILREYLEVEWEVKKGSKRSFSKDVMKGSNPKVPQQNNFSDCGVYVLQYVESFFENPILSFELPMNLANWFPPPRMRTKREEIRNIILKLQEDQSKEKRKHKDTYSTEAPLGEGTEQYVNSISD
HKDC1 inh – HKDC1 hexokinase inhibitors, primary screen, biochemical, fluorescence, uHTS | hit rate 0.16% among 340,000 | recombinant HKDC1, G6PDH/diaphorase resazurin coupled fluorescence | AID 493160, 2011 | Q2TB90 | inhibition, % at 20 µM;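 active = inhibition above about 35% when tested at 20 µM, limit read from the data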;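 also: plate controls were DMSO wells with enzyme for no effect and DMSO wells lacking enzyme for full effect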
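Assay system: recombinant HKDC1 hexokinase; detection: coupled resazurin fluorescence, excitation 525 nm, emission 613 nm; benchmarks: DMSO-plus-enzyme-mix negative control, buffer-substituted positive control; compound dosing: single 20 µM dose; schedule: 90 min at room temperature in dark; also added: glucose plus 1 mM ATP as hexokinase substrates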
SENP8 block-2 – human SENP8 protease inhibitors, primary screen, biochemical, fluorescence, Nedd8 protein substrate, uHTS | Sentrin-specific protease 8 (Homo sapiens), Q96LD8 | recombinant SENP8 | inhibition, % at 20 µM | hit rate 0.64% among 360,000 | AID 602440, 2012; in the data active = inhibition mostly above about 40%, no sharp cut-off; inactive = mostly below about 27%
SENP7 block – SENP7 protease inhibitors, primary screen, biochemical, luminescence, uHTS; hit rate 1.5% among 330,000; recombinant SENP7, Z-RLRGG-aminoluciferin luminescence, 40 min; AID 434973, 2010; Sentrin-specific protease 7 (Homo sapiens), Q9BQF6; inhibition, % at 5 µM;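 active = inhibition above about 50% at the single test dose, limit read from the data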;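 also: plate controls were DMSO with enzyme for no effect and no enzyme buffer wells for full effect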
Target sequence (Q9BQF6 706-1050 limits assumed): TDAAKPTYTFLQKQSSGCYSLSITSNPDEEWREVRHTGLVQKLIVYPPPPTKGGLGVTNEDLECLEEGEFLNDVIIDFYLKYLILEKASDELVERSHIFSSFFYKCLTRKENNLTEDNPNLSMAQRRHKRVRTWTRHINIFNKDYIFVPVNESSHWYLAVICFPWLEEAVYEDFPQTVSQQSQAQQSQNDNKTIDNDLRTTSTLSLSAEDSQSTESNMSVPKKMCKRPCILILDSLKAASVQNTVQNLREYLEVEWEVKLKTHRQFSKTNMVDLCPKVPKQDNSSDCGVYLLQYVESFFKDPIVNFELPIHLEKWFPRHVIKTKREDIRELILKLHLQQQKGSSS
Active calls of the source: *; i = inactive; x = no result given. An unsorted share of the library; overall some 4% were active at least once.

SMILES	MIN6 prolif	UBC13 inh	SENP8 block-1	SENP1 FRET inh	PfG6PD inh	SENP6 inh	HKDC1 inh	SENP8 block-2	SENP7 block
Cc1oc2ccc(O)cc2c1C(=O)c1ccc(F)cc1	15*	-2	-8	2	14	5	-5	11	5
COC(=O)CNC(c1ccccc1Cl)c1cc(Br)ccc1NC(=O)CCN1CCOCC1 (stereo not drawn)	-4	-8	-5	-20	3	-14	-4	18	11
Cc1cc(N2CC(C(=O)Nc3nccs3)CC2=O)ccc1C(C)C (stereo not drawn)	-1	6	-3	0	18	-6	-4	0	-1
Cc1ccc(CNc2nc(N)c([N+](=O)[O-])c(NCCO)n2)cc1	-2	-5	-11	-1	-2	-17	2	9	-8
O=C1C2C(C(=O)N1/N=C/c1cc([N+](=O)[O-])ccc1O)C1C=CC2C12CC2 (stereo not drawn)	-1	-8	8	-1	15	-14	-7	17	1
CC(C)C(O)(C(=O)NNc1ccccc1)C(C)C	-2	1	4	-2	8	-14	0	11	-4
Cc1cc(C)c2cc(CN(CC3CCCO3)C(=S)NCc3ccco3)c(=O)[nH]c2c1 (stereo not drawn)	-1	5	9	-8	7	-7	0	-30	-2
CC1(C)Cc2c(C#N)c(OCC(=O)c3ccccc3)nc(-c3ccoc3)c2CO1	-1	8	1	-23	7	-20	-1	-72	1
O=C(Nc1ncn[nH]1)c1cccc(F)c1	0	-3	5	1	-3	-6	-9	11	5
CC(=O)Nc1ccc(/C=N/NC(=O)CNC(=O)c2ccccc2)cc1	1	-13	-2	0	12	-6	-3	11	7
O=C(CSc1nc2[nH]ncc2c(=O)[nH]1)NCc1ccccc1Cl	-1	2	-5	1	-1	-4	-8	4	4
CC1(C)CC(=O)C(C=Nc2ccc(Cl)cn2)=C(O)C1	-5	7	5	-2	10	-2	-1	-14	8
COc1ccc(-c2[nH]ncc2CN(CCO)Cc2cccs2)c(F)c1	-2	9	6	2	4	-2	-3	13	1
COCCn1cnc2c1c(=O)n(CC(=O)OCC(=O)NCCCc1ccccc1)c(=O)n2Cc1ccccc1	-2	-4	4	-2	-2	-1	-10	-6	0
Cc1nc2c(C(=O)NCc3ccc(F)cc3)c[nH]n2c(=O)c1Cl	-2	-3	-13	0	21	-1	-4	-58	-3
COc1ccccc1N(CC(=O)NCc1ccccc1)C(=O)CCC(=O)Nc1ccccn1	2	4	1	-1	4	-18	-8	20	5
CCOC(=O)Cc1csc(N/C(=N/S(=O)(=O)c2ccc(Cl)cc2)c2ccccc2)n1	0	-5	0	0	-41	-2	-2	-10	0
COc1ccc(CC(=O)OCC(=O)Nc2ccc(Br)cc2)cc1	3	2	-9	7	7	-8	-6	1	-13
O=C(c1ccc2c(c1)OCO2)C1CCCN(Cc2cn[nH]c2-c2ccccc2)C1 (stereo not drawn)	3	9	-2	0	-15	-9	4	11	-8
O=C(CN1C(=O)c2ccccc2C1=O)Nc1ccc(S(=O)(=O)NCC2CCCO2)cc1 (stereo not drawn)	-2	5	0	0	0	-5	-5	9	-2
Clc1ccc(-c2noc(CCCOc3ccccc3)n2)cc1	-4	2	-5	-1	30	-2	15	7	28
C=CCNC(=O)CC(=O)N/N=C/c1ccc(F)cc1	0	7	9	2	-2	12	-15	1	4
CC(NS(=O)(=O)c1ccc(F)cc1)C(=O)NCc1ccncc1 (stereo not drawn)	1	-4	-4	-1	3	-2	9	9	-9
COc1ccc(C(=O)Nc2nc3ccc4nc(C)sc4c3s2)cc1	-2	10	3	-19	14	-8	-6	-432	-3
CN1C(=S)SC2CS(=O)(=O)CC21C (stereo not drawn)	-1	-10	-6	-1	-13	-14	-5	10	-8
CCOc1cc(/C=C2\SC(=O)N=C2N)ccc1O	0.0*	-21	-12	31*	22	-33	23	5	-8
Cc1cc(NS(=O)(=O)c2ccc(NC(=O)CCCOc3ccccc3)cc2)no1	-2	6	-19	1	5	8	-1	7	-1
Cc1ccc(CN2CCN(c3ccccc3Cl)CC2)o1	2	2	3	2	1	-4	-3	32	5
NC(=O)C1CCN(C(=O)c2ccc(NS(=O)(=O)c3ccc(Br)s3)cc2)CC1	-3	5	-12	-4	-13	-13	1	12	-12
CCOC(=O)c1ccc(NC(=O)N2CCN(S(C)(=O)=O)CC2)cc1	-1	-2	-7	1	-11	-8	-9	-1	-14
COc1ccccc1NC(=O)c1ccc2snnc2c1	2	8	-16	-1	0	-14	4	22	-5
COc1ccc(NC(=O)CN2C(=O)CSC2=O)cc1	0	8	-1	1	2	-5	-9	14	3
O=C(COC(=O)Cc1c(Cl)cccc1Cl)NC1CCCC1	0	-10	-10	2	14	-17	-2	23	-4
CCCOc1ccc(C2CC(=O)Nc3cc(OC)c(OC)cc32)cc1 (stereo not drawn)	4	-9	1	0	27	-6	-6	2	9
CCN(CC)C(=O)CSc1nnc(-c2ccc(S(=O)(=O)NCc3ccccc3Cl)cc2)o1	0	-7	-1	2	1	-9	-15	0	3
Cc1cccc(-c2noc(CCC(=O)Nc3ccccc3)n2)c1	-3	7	3	-1	22	-18	-6	3	5
CC(C)CC(CO)N1CCN(C(=O)c2ccc(Cl)cc2Cl)CCC1=O (stereo not drawn)	-3	-9	-13	3	2	-5	-1	14	-10
CC1=NOC(=O)/C1=C/c1ccc(N(C)C)cc1	-2	i	0	x	2	-10	13	x	-3
O=C(c1cccc(S(=O)(=O)N2CCCCCC2)c1)N1CCN(c2ccccc2)CC1	1	15	10	-2	6	10	-4	6	0
Cc1cccc(N(CC(=O)N/N=C/c2ccc(OCC(=O)NCc3ccco3)cc2)S(C)(=O)=O)c1C	-3	-3	-2	5	16	-8	-4	23	-2
COc1ccc(/C=C2\N=C(c3ccc(C)cc3)OC2=O)cc1	-1	0	9	-38	-4	-5	-5	-34	-4
Cc1nc(-c2cnn(-c3ccccc3)c2)c2cc(C)oc2n1	-2	-7	-17	3	13	6	7	i	-12
C/C=C/C=C/[C@H]1Cc2cc(O)cc(O)c2O1	-1	-28	5	x	x	5	x	x	-4
Clc1ccc(OCc2nc(-c3ccncc3)no2)c(Cl)c1	0	7	5	-2	18	55*	1	19	25
COC(=O)c1sccc1S(=O)(=O)N1CCCC(N(C)CCc2ccccn2)C1 (stereo not drawn)	4	-4	-8	-4	6	7	-4	1	-9
O=P(O)(O)c1ccccc1OCCOCCOc1ccccc1P(=O)(O)O	0	0	-5	3	-8	-3	-4	5	-5
O=C(O)CNC(=S)N(Cc1ccccc1)Cc1cccs1	1	0	-8	0	-31	0	5	9	8
CC(=O)NC(CC(=O)Nc1cccc(S(=O)(=O)N2CCOCC2)c1)c1ccccc1 (stereo not drawn)	-2	-1	-2	0	-6	0	-5	9	-3

Complete entries, quoted from the list.
Results for Cc1nc(-c2cnn(-c3ccccc3)c2)c2cc(C)oc2n1 → MIN6 prolif = -2; UBC13 inh = -7; SENP8 block-1 = -17; SENP1 FRET inh = 3; PfG6PD inh = 13; SENP6 inh = 6; HKDC1 inh = 7; SENP8 block-2 = i; SENP7 block = -12
Results for O=C(c1cccc(S(=O)(=O)N2CCCCCC2)c1)N1CCN(c2ccccc2)CC1 → MIN6 prolif = 1; UBC13 inh = 15; SENP8 block-1 = 10; SENP1 FRET inh = -2; PfG6PD inh = 6; SENP6 inh = 10; HKDC1 inh = -4; SENP8 block-2 = 6; SENP7 block = 0

(continued)
SMILES	MIN6 prolif	UBC13 inh	SENP8 block-1	SENP1 FRET inh	PfG6PD inh	SENP6 inh	HKDC1 inh	SENP8 block-2	SENP7 block
COc1ccc(C2NCCc3c2[nH]c2ccccc32)cc1CSc1nc2ccccc2s1 (stereo not drawn)	x	x	x	-17	8	x	3	-16	x
COc1ccccc1-n1cnnc1SCC(=O)Nc1cc(C)on1	-1	5	-1	2	-11	-16	-14	6	-2
CC(C)(C)n1nc2c(c1NC(=O)c1ccc(S(=O)(=O)N3CCCCC3)cc1)CS(=O)C2 (stereo not drawn)	1	-1	2	-2	-1	-3	3	18	0
CCCCCNC(=O)c1c[nH]c2ccc(S(=O)(=O)N3CCC4(CC3)OCCO4)cc2c1=O	0	10	7	2	-15	-8	-8	-21	-1
O=c1cc(CO)oc(C(Nc2ccccn2)c2ccccc2Cl)c1O (stereo not drawn)	0	18	-7	2	-13	-7	-15	12	-3
CC(C)COc1ccc(C(=O)NC(=S)Nc2ccc(CN3CCOCC3)cc2)cc1	1	-12	-11	-2	4	2	-10	18	-8
CC1CN(C(=O)CN2C(=O)NC3(CCCCCC3)C2=O)CC(C)O1 (stereo not drawn)	-3	1	-3	4	-11	3	-7	1	6
Cc1ccc(S(=O)(=O)N2CCN(C(=O)COC(=O)CCOc3cc(C)ccc3C)CC2)c(C)c1	x	x	x	-2	0	x	6	0	x
CCOc1ccc(C2C(C#N)=C(N)Oc3nc[nH]c(=O)c32)cc1 (stereo not drawn)	0	7	6	1	-12	4	-4	16	-8
Cc1nc2c(C)cccn2c1/C(O)=C1\C(=O)C(=O)N(CCN(C)C)C1c1ccncc1 (stereo not drawn)	-4	-2	0	-12	-14	-36	-4	12	5
CCOC(=O)c1c2c3c(cccc3n(C)c1=O)C(=O)c1ccccc1-2	-3	-41	10	18	14	25	6	17	-2
COc1ccccc1CC(=O)NCCc1ccccc1	-1	2	13	1	-6	17	-3	6	-2
COc1ccccc1NC(=O)NCc1ccccc1F	-3	-21	-10	-1	7	-23	-12	2	-5
CC(=O)CCN1C(=O)NC2(CCCc3ccccc32)C1=O (stereo not drawn)	-2	-1	3	1	3	0	7	13	1
CC(C)(C)C(=O)Nc1nc(-c2ccccc2)ns1	-3	-7	-26	1	31	-20	-4	12	-4
CCCSc1nnc2n(N)c(=O)c3ccccc3n12	-1	8	-1	-2	21	-1	-4	2	1
CC(=O)c1cccc(N(CC(=O)NC2CCCC2)C(=O)CNC(=O)c2cccs2)c1	-2	-2	-5	1	0	-14	-6	2	5
COCCNC(=O)COc1ccc(C)c(C)c1	-2	-5	-10	2	1	-16	-10	6	-9
COc1ccc(C2c3ccc(O)cc3Oc3ncn(CCCO)c(=N)c32)cc1 (stereo not drawn)	-4	13	0	-56	4	-10	-6	13	3
CN1CCC(N(C)S(=O)(=O)c2ccc(NC(=O)COc3ccc(F)cc3Cl)cc2)CC1	-2	5	-4	-2	14	-10	-3	-3	3
O=C(NCc1ccccc1F)c1cccc(S(=O)(=O)NCc2ccccc2)c1	3	8	-1	0	3	-7	-3	2	-4
CC(OC(=O)c1cccc(-n2cnnn2)c1)C(=O)Nc1ccc(F)cc1Cl (stereo not drawn)	1	-5	-13	-1	19	-21	-2	-2	-10
COc1ccc(N(C)S(=O)(=O)c2c(C)[nH]c(=O)[nH]c2=O)c(OC)c1	-3	-8	7	3	23	-8	-9	10	2
